Source: PubChem
LmPK inh = qHTS Assay for Inhibitors of Leishmania Mexicana Pyruvate Kinase (LmPK) | Potency, µM (top dose mostly 57.5 µM), for inactives: at the highest dose activity change, negative = inhibition, most hits filed as inhibitors | Q27686 | actives 0.37% (n = 290,000) | purified LmPK, Kinase-Glo ATP luminescence, 1 h; further: potency means the concentration at half of the fitted maximal effect
Target sequence (Q27686 whole entry, looked up): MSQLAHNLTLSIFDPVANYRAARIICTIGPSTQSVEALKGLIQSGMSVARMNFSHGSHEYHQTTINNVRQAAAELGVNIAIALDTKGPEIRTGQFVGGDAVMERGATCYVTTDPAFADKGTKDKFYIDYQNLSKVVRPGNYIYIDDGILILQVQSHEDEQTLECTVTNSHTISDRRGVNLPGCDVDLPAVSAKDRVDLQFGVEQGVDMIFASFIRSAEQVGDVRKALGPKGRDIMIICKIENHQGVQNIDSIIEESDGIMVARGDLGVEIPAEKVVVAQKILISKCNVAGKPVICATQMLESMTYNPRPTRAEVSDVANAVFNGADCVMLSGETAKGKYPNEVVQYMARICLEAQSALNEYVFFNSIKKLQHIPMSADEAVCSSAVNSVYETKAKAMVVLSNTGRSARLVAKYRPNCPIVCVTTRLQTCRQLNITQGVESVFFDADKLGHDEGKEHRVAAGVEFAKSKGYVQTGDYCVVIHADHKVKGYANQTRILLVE
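ATP generated from ADP (0.1 mM) and PEP (0.5 mM) by 0.1 nM LmPK over 1 h at room temperature (pH 7.2 imidazole buffer) was detected by coupled luciferase luminescence. Values were normalized to uninhibited and no-enzyme wells.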
AmpC inh no detg = qHTS Inhibitors of AmpC Beta-Lactamase (assay without detergent); P00811; AmpC nitrocefin hydrolysis, absorbance 480 nm, 0.0001% Triton; Potency, µM (doses to about 57.1 µM), for the others: at the top dose activity change, negative = inhibition, most hits filed as inhibitors; actives 0.52% (n = 330,000); AID 485341, 2010;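 further: potency means the concentration at half of the fitted maximal effect; plate controls were no compound for no effect and no enzyme for full effect; nearly all actives have a fitted effect of over 20% in size; some results filed as inactive show a strong effect at the top dose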
Target sequence (P00811 whole entry, looked up): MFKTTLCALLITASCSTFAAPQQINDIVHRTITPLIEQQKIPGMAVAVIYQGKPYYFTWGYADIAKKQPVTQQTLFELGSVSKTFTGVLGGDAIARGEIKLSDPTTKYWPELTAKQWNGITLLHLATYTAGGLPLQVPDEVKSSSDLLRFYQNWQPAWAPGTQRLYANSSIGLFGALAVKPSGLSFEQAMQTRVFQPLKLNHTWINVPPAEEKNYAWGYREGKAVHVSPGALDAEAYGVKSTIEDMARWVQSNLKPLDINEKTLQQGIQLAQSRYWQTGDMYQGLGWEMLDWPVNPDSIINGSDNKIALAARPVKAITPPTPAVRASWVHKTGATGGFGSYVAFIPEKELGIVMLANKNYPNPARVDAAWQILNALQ
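20 mM phosphate pH 7.0 + 0.01% (detergent screen) or 0.0001% Triton X-100; 5.3 nM AmpC reagent; cpd preinc 15 min RT; nitrocefin (800 uM stock) to start; A480 q20 s × 4 min; Activity was normalised to no-enzyme and no-compound control wells.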
HCMV antiviral = qHTS Assay for inhibitors of the human cytomegalovirus (HCMV); HFF cells, HCMV-luciferase reporter, 72 h; stronger effect = lower value; activity change, negative = inhibition, % at 57.5 µM; actives 4.5% (n = 410,000); in the data active means activity change below about -60%; inconclusive means no clear call, values can overlap the other calls; inactive means above about -39%
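Luciferase read-out from HCMV-luciferase-infected HFFs (MOI 1 PFU/cell) 72 h post infection at 37C; compounds added after 16 h cell attachment; activity normalized between buffer-only basal and Salinomycin (10uM) inhibitor controls.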
HCV inhibitor = qHTS Assay for Inhibitors of Hepatitis C Virus (HCV); Huh7.5.1 HCVcc-Cre infection, luciferase reporter, 44 h; Potency, µM (top dose mostly 41.8 µM), without a hit: at the highest dose activity change, negative = inhibition, most hits filed as inhibitors; actives 3.4% (n = 340,000); AID 651820, 2012; further: potency means the concentration at half of the fitted maximal effect
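Seed cells (1,000/well) for 4 h; treat with compound and infect with HCVcc-Cre, moi about 0.5. Incubate 44 h, then detect luciferase activity.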
AmpC inh detg = qHTS Inhibitors of AmpC Beta-Lactamase (assay with detergent) | P00811 | AmpC hydrolysis of nitrocefin, absorbance 480 nm, 0.01% Triton | Potency, µM (titrated, usually from 114 µM), for the others: at the highest dose activity change, negative = inhibition, most hits filed as inhibitors | actives 0.041% (n = 370,000) | AID 485294, 2010;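 further: potency means the concentration at half of the fitted maximal effect; 0% = no-compound wells and -100% = no-enzyme wells; nearly all actives have a fitted effect of over 25% in size; some results filed as inactive show a strong effect at the top dose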
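AmpC (5.3 nM in the dispensed reagent) in 20 mM phosphate pH 7.0 with 0.01% (detergent screen) or 0.0001% Triton X-100 was preincubated with compounds for 15 min at room temperature. Nitrocefin was then added from an 800 uM solution, and hydrolysis was followed at 480 nm.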
TbPYK inhibitor = qHTS of Trypanosoma Brucei Inhibitors; actives 0.12% (n = 410,000); pyruvate kinase (Trypanosoma brucei), Q57TT1; Potency, µM (top dose mostly 76.8 µM), inactives show top-dose activity, negative = inhibition, usual class: inhibitors; AID 624173, 2012; TbPYK enzyme, Kinase-Glo Plus ATP luminescence, 45 min; further: potency means the concentration at half of the fitted maximal effect; nearly all actives have a fitted effect of over 50% in size
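ADP (130 uM final) triggers the TbPYK reaction after compound addition; incubation is 45 min at room temperature. Kinase-Glo Plus is then added and luminescence imaged. Normalized data are fitted to concentration-effect curves.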
AMA1-RON2 inh = qHTS for Inhibitors of AMA1-RON; Towards Development of Antimalarial Drug Lead: Primary Screen | AlphaScreen AMA1-biotinylated RON2 peptide binding | actives 0.2% (n = 360,000) | Plasmodium falciparum AMA1 (3D7) - RON2 peptide interaction | Potency, µM (doses to about 58.2 µM), without a hit: at the highest dose activity change, negative = inhibition, usual class: inhibitors | AID 720542, 2013;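 further: potency means the concentration at half of the fitted maximal effect; 0% = vehicle wells and -100% = peptide control; nearly all actives have a fitted effect of over 45% in size; some results filed as inactive show a strong effect at the top dose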
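AMA1 (3D7) with his tag at 25 nM final met compounds first, then biotinylated RON2 peptide at 25 nM; detection used donor plus acceptor beads, 10 µg/mL apiece, read by AlphaScreen after 30 min at room temperature.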
An asterisk follows results filed as active; u = inconclusive; x = no result given; [ ] = remark or other dose. Unless noted, the call rests on the fitted dose curve; in most records, active means well fitted curve in the direction sought with a large enough effect; inconclusive means small, poorly fitted or top-dose-only effect, or another doubt; inactive means no such curve, though single readings can be large; an effect the other way counts as inactive or inconclusive. Unless noted, on the % scale 0 is the no-effect control and ±100 the full control effect.

SMILES	HCV inhibitor	LmPK inh	HCMV antiviral	AmpC inh detg	AMA1-RON2 inh	TbPYK inhibitor	AmpC inh no detg
COc1ccc(C(CNC(=O)COc2ccc(C)cc2)N2CCCCC2)cc1 (stereo not drawn)	x	x	-10	-6%	x	-1%	x
Cc1csc2nc(COC(=O)c3cccc(NC(=O)COc4ccccc4Cl)c3)cc(=O)n12	x	x	-61*	1%	x	-12%	x
CCOc1ccc(C(=O)NCC(=O)NCCSc2ccc(Br)cc2)cc1OCC	-9%	x	29	x	-13%[11.6 µM]	4%	x
NC(=O)c1ccccc1	13%	0%	8	u	0%	-11%	-9%
COc1cc(NC(=O)COc2ccc(Cl)cc2)ccc1NC(=O)C(C)C	u	2%	-39	2%	2%	1%	-21%
CN(C(=O)CSc1ccc2c(c1)OCCO2)c1ccccc1	2%	x	-3	x	5%	0%	-13%
Cc1ccc(CNc2ncnc3c2c(-c2ccccc2)cn3-c2cccc(Cl)c2)cc1	x	x	-7	-2%	x	4%	x
Cc1cc(OC(=O)c2ccc(S(=O)(=O)N3CCCCC3)cc2)c([N+](=O)[O-])c(=O)[nH]1	18%	8%	13	-12%	-10%	-4%	-17%

The listing continues:
SMILES	HCV inhibitor	LmPK inh	HCMV antiviral	AmpC inh detg	AMA1-RON2 inh	TbPYK inhibitor	AmpC inh no detg
CN1CCN2c3ccccc3CC3(C(=O)N(C)C(=O)N(C)C3=O)C2C1 (stereo not drawn)	22%	6%	8	-2%	1%	-2%	-7%
O=C(Nc1cccc(Cl)c1)C1=CC=CN2CCS(=O)(=O)N=C12	-21%	x	36	x	-6%	1%	-9%
COc1cc2c(cc1OC)C(=O)CCS2	-18%	-4%	23	0%	7%	-1%	-5%
CCc1ccc(/C=C2\SC(=S)N(CCCC(=O)N3CCCC3)C2=O)cc1	x	x	-99*	x	-14%	-6%	x
CCOC(=O)Nc1cccc(OCC(=O)Nc2ccc3c(c2)CCC3)c1	u	x	u	x	-8%	0%	-47%
Oc1ccc(/C=N/N=C(c2ccccc2)c2ccccc2)c(O)c1O	3%	2%	u	0%	7%	u	-43%
CN(C)S(=O)(=O)c1cccc(NC(=O)c2ccc(S(=O)(=O)N3CCCCC3)cc2)c1	u	x	-22	u	-9%	-14%	-34%
Cc1cc(C)c2nc(N(CCN(C)C)C(=O)/C=C/c3cccs3)sc2c1	8%	-4%	u	-4%	5%	5%	70%[activator]

(continued)
SMILES	HCV inhibitor	LmPK inh	HCMV antiviral	AmpC inh detg	AMA1-RON2 inh	TbPYK inhibitor	AmpC inh no detg
CCCN(CCC)CCN1C(=O)C2C(C(=O)Nc3ccc(C)cc3)C3C=CC2(O3)C1C(=O)NC1CCCCC1 (stereo not drawn)	u	5%	1	-10%	-13%	3%	31%
Cc1ccc(NC2=NCCCCC2)cc1C	-3%	1%	31	u	7%	1%	-13%
Cc1ccc(NC(=O)C(C)OC(=O)Cn2cnc3ccccc3c2=O)cc1 (stereo not drawn)	u	x	0	-15%	9%	3%	-12%
CCOC(=O)C1CCN(S(=O)(=O)c2ccc3[nH]c(=O)oc3c2)CC1	14%	8%	19	-9%	-3%	0%	0%
CC(C)c1ccc(NC(=O)C(c2ccc3c(c2)OCO3)N2CCCCC2)cc1 (stereo not drawn)	-5%	12%	-5	u	-6%	5%	0%
COc1ccc(Br)c(C(=O)N2CCN(S(=O)(=O)c3cccs3)CC2)c1	8%	3%	-16	3%	-4%	6%	-6%
Cc1c(-c2ccccc2)[n+](=O)c2c(n1[O-])CCC2	13%	3%	-6	-2%	2%	-3%	-8%
CCCCC(=O)Nc1nn(CCC)c2nc3ccccc3cc12	u	1%	16	13%	26%	-15%	-1%

Next records follow.
SMILES	HCV inhibitor	LmPK inh	HCMV antiviral	AmpC inh detg	AMA1-RON2 inh	TbPYK inhibitor	AmpC inh no detg
CCN1CCCC1CNC(=O)C(=O)NCc1ccccc1 (stereo not drawn)	6%	1%	u	-1%	18%	-1%	-16%
Cc1cc(C(=O)NCCCN2CCN(c3cc(Cl)ccc3C)CC2)n(-c2ccccc2)n1	u	9%	0	u	-12%	-2%	145%[activator]
CCCCOc1ncnc2c1[nH]c1ccccc12	4.5µM*	-5%	-28	u	-17%	-7%	-25%
Cc1ccc2nc(NC3=NCN(C4CCCCC4)CN3)nc(C)c2c1	x	-3%	x	-12%	x	x	-22%
Cc1ccc(NC(=O)CCNC(=O)c2ccco2)cc1	9%	1%	-12	1%	-6%	-6%	-2%
CN(C(=O)COc1cccc(Br)c1)C1CCS(=O)(=O)C1 (stereo not drawn)	8%	-2%	11	4%	5%	1%	-20%
CCOC(=O)C1=C(C)NC(=O)CC1c1ccccc1 (stereo not drawn)	-11%	0%	-19	-12%	-9%	-13%	-7%
c1cc[n+](CCC[n+]2ccccc2)cc1	-8%	-1%	-102*	2%	-2%	-10%	-20%

Structures above containing an aryl thioether with sulfur outside any ring:
SMILES	HCV inhibitor	LmPK inh	HCMV antiviral	AmpC inh detg	AMA1-RON2 inh	TbPYK inhibitor	AmpC inh no detg
CCOc1ccc(C(=O)NCC(=O)NCCSc2ccc(Br)cc2)cc1OCC	-9%	x	29	x	-13%[11.6 µM]	4%	x
CN(C(=O)CSc1ccc2c(c1)OCCO2)c1ccccc1	2%	x	-3	x	5%	0%	-13%

Going on with the list:
SMILES	HCV inhibitor	LmPK inh	HCMV antiviral	AmpC inh detg	AMA1-RON2 inh	TbPYK inhibitor	AmpC inh no detg
O=C(Nc1ccc2c(c1)OCCO2)C1CCN(S(=O)(=O)c2ccc(Br)s2)CC1	u	11%	x	u	-2%	-7%	-49%
Cc1nonc1C(=O)N1CCCC(N2CCN(c3ccc(F)cc3)CC2)C1 (stereo not drawn)	x	-3%	-9	-7%	-8%	-11%	80%[activator]
C=CCN1CCN(C(CCC)c2nnnn2Cc2ccco2)CC1 (stereo not drawn)	24%	-2%	-18	-6%	16%	-4%	-10%
CCCOc1cccc(-c2nn(-c3ccccc3)cc2/C=C(\C#N)C(=O)NCCCn2ccnc2)c1	u	-1%	-19	-10%	29%	-3%	166%[activator]
Cc1n[nH]c(=O)c2c1nnn2Cc1ccccc1Cl	19%	2%	-24	1%	-2%	1%	-12%
COc1ccccc1N(CC(=O)NC(C)(C)C)C(=O)CCC(=O)Nc1nccs1	5%	1%	-6	-14%	-1%	5%	2%
CCOc1ccccc1NC(=O)CSc1nnc(-c2ccccc2Cl)n1Cc1ccco1	u	8%	-32	u	-4%	-8%	-2%
CCOC(=O)C1=C(CCc2ccccc2)NC(=O)NC1c1ccc(Br)cc1 (stereo not drawn)	-5%	0%	-14	-12%	-2%	1%	-35%

The final five entries of the section before lead into the next:
SMILES	HCV inhibitor	LmPK inh	HCMV antiviral	AmpC inh detg	AMA1-RON2 inh	TbPYK inhibitor	AmpC inh no detg
CCCOc1cccc(-c2nn(-c3ccccc3)cc2/C=C(\C#N)C(=O)NCCCn2ccnc2)c1	u	-1%	-19	-10%	29%	-3%	166%[activator]
Cc1n[nH]c(=O)c2c1nnn2Cc1ccccc1Cl	19%	2%	-24	1%	-2%	1%	-12%
COc1ccccc1N(CC(=O)NC(C)(C)C)C(=O)CCC(=O)Nc1nccs1	5%	1%	-6	-14%	-1%	5%	2%
CCOc1ccccc1NC(=O)CSc1nnc(-c2ccccc2Cl)n1Cc1ccco1	u	8%	-32	u	-4%	-8%	-2%
CCOC(=O)C1=C(CCc2ccccc2)NC(=O)NC1c1ccc(Br)cc1 (stereo not drawn)	-5%	0%	-14	-12%	-2%	1%	-35%
COc1ccc(Cn2c(-c3ccc(Br)cc3)c[n+]3ccccc23)cc1	-11%	-11%	-97*	-19%	6%	3%	29%
CCc1ccccc1N1CN(Cc2ccco2)CNC1=S	16%	2%	-20	1%	-2%	4%	1%
CSc1nnc2c3ccccc3c3ccccc3c2n1	5%	0%	69	-12%	-7%	-1%	-17%
COc1ccccc1CNC(=O)COc1ccc([N+](=O)[O-])cc1	-7%	0%	-37	-3%	-2%	-1%	-10%
COC(=O)c1ccccc1NC(=O)Cn1c(=O)n(-c2cccc(C(F)(F)F)c2)c(=O)c2c(C)c(C)sc21	x	x	-22	2%	x	-4%	x
Cc1cccc(C)c1OCC(=O)NNC(=O)CNC(=O)c1ccc(OC(F)F)cc1	u	x	-22	14%	39%[activator][11.6 µM]	-5%	-26%
Cc1nn(C)cc1NC(=O)CCSc1nc(-c2ccco2)cc(C(F)(F)F)n1	11µM*	4%	u	-9%	-2%	-3%	106%[activator]
O=C(CSc1n[nH]c(-c2ccc(F)cc2)n1)NCCc1ccccc1	x	x	87	0%	x	-5%	x

Carrying on.
SMILES	HCV inhibitor	LmPK inh	HCMV antiviral	AmpC inh detg	AMA1-RON2 inh	TbPYK inhibitor	AmpC inh no detg
CCCCN(CC)C(=O)Nc1ccc2c(c1)N(C)C(=O)c1ccccc1S2	x	x	-8	20%	x	-2%	x
COc1cccc(NC2SC(=O)N(c3ccccc3)C2=O)c1 (stereo not drawn)	4%	0%	83	-4%	13%	1%	-29%
c1ccc2c(c1)CCN(Cc1nnnn1Cc1ccc3c(c1)OCO3)C2	-24%	5%	-17	-6%	8%	-3%	-27%
Cc1cc(C)c(-n2c(O)c(/C=N/NC(=O)c3ccncc3)c(=O)[nH]c2=O)c(C)c1	3%	-1%	-32	5%	48%[activator]	-23%	-25%

No enrichment for hits; 7.5% or so of the library scored in one or more.
